# ST2 IL33 inh: inhibitors of human ST2 (IL1RL1) binding to IL-33, primary screen, biochemical, AlphaLISA | Interleukin-1 receptor-like 1 (Homo sapiens), Q01638 | AlphaLISA ST2-Fc/biotin-IL-33 interaction, 1 h | inhibition, % for hits at 17 µM | 78,000 compounds, 2.3% hits | AID 1259354, 2018; in the data active = inhibition above about 30%; inconclusive = mostly about 10% to 28%
# Target sequence (Q01638 whole entry, looked up): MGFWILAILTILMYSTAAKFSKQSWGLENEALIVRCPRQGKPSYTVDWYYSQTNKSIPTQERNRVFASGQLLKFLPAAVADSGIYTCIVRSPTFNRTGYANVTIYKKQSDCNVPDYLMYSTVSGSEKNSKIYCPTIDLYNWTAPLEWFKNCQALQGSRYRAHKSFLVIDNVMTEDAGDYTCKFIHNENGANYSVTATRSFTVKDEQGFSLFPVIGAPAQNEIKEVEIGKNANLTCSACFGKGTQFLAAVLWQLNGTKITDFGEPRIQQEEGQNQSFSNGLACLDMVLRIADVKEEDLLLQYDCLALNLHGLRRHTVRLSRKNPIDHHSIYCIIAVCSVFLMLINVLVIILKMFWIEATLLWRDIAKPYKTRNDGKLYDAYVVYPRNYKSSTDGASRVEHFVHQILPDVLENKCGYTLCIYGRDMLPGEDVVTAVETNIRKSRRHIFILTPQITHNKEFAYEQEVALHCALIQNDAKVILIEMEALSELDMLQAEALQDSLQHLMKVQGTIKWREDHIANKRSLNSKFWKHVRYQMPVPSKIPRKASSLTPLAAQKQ
# * marks the source's active call; other numbers are inactive results; i = inactive; u = inconclusive.
no.	compound	ST2 IL33 inh
1	O=C(O[C@H]1[C@@H]2C=CO[C@@H](O[C@@H]3O[C@H](CO)[C@@H](O)[C@H](O)[C@H]3O)[C@@H]2[C@@]2(CO)O[C@@H]12)c1ccc(O)c(O)c1	i
2	COc1ccc(C(=O)Nc2nc3c(s2)CCCC3)c(OC)c1	i
3	CCCC(C)NS(=O)(=O)c1ccccc1 (stereo unspecified)	i
4	Fc1ccc2nc([C@H]3CCN(Cc4ccncc4)C3)[nH]c2c1	i
5	COc1ccc(NC(=O)CCCOc2ccc(Cl)cc2Cl)c([N+](=O)[O-])c1	u
6	NC(=O)CSc1oc(-c2ccccc2)nc1S(=O)(=O)c1ccc(F)cc1	i
7	CCOc1ccc(N2C(=O)CC(N3CCC(C)CC3)C2=O)cc1 (stereo unspecified)	i
8	Cc1ccc(N2CN=c3s/c(=C\c4cccc([N+](=O)[O-])c4)c(=O)n3C2)cc1	u
9	COc1ccc(Cl)cc1NC(=O)CCCn1nc(C)c([N+](=O)[O-])c1C	i
10	Cc1[nH]c2ccccc2c1C(C[N+](=O)[O-])c1cc(Cl)c2c(c1)OCO2 (stereo unspecified)	i
11	Cc1nc2cc(-c3ccccc3)nn2c(C)c1CCC(=O)N1CCOCC1	i
12	CCOc1cc(C(Nc2ccccn2)c2ccc3cccnc3c2O)ccc1OC (stereo unspecified)	u
13	O=C(c1nc(-c2ccncc2)no1)N1CCN(c2ncccn2)CC1	i
14	CC(C(=O)O)n1c(Cc2ccccc2)n[nH]c1=O (stereo unspecified)	i
15	Cc1ccc(OCC(=O)NCCc2nc3ccccc3[nH]2)c(C)c1	i
16	CCc1ccc(CN2CCCC(CNC(=O)c3ccncn3)C2)nc1 (stereo unspecified)	i
17	CC(C)(NC(=O)c1cccs1)C(=O)N1CCCC1c1ccccn1 (stereo unspecified)	u
18	CN1CCCN(Cc2coc3c(Cl)cc(Cl)cc3c2=O)CC1	i
19	COc1cccc(OC)c1C(=O)N=c1sc2cc([N+](=O)[O-])ccc2n1C	u
20	N#C/C(=C\c1cccs1)c1nc(-c2ccc(Cl)c(Cl)c2)cs1	i
21	CC(=O)NCCC(=O)NCc1cccnc1N1CCCCCCC1	i
22	O=C(Nc1cccc2ccccc12)O[C@@H]1CO[C@H]2[C@@H]1OC[C@@H]2n1nnnc1-c1ccc(-c2ccccc2)cc1	u
23	Cc1cccc(CSCCNS(=O)(=O)c2ccc3c(c2)OCCO3)c1	i
24	CCOC(=O)CSC1=C(C#N)C(c2ccc(F)cc2)C(C(C)=O)=C(C)N1 (stereo unspecified)	i
25	COc1ccccc1OCCCCOc1ccccc1C(C)=O	i
26	COc1ccccc1/C=C1/C(=O)NN(c2ccc(C)c(Cl)c2)C1=O	i
27	O[C@@H]1C[C@@H](c2nc(Cc3ccc(F)cc3Cl)no2)N(Cc2ccc(OC(F)(F)F)cc2)C1	u
28	CC(C)NC(=O)c1cc(-c2ccncc2)nc2ccccc12	i
29	CC(=O)NCC1CCC2(CCN(c3nccc(-c4ccc(C)nc4C)n3)CC2)O1 (stereo unspecified)	i
30	O=C1CCC(C(=O)N2CCN(Cc3cccnc3)CC2)CN1CC1CCCCC1 (stereo unspecified)	i
31	Cc1ccccc1C(=O)NCC1CCCO1 (stereo unspecified)	i
32	Cc1ccc(N=Cc2c(C)[nH]c3ccccc23)cc1[N+](=O)[O-]	u
33	O=C(NC1CCCC1)c1ccc2c(Cl)c3c(nc2c1)CCCC3	i
34	O=C(/C=C/c1cccs1)N1CCCC(Nc2ccc3c(c2)OCCO3)C1 (stereo unspecified)	i
35	C[C@@H]1O[C@@H](OC[C@H]2O[C@@H](Oc3c(-c4ccc(O)cc4)oc4cc(O)cc(O)c4c3=O)C(O)[C@@H](O)C2O)[C@H](O)[C@H](O[C@@H]2O[C@H](CO)[C@@H](O)[C@H](O)[C@H]2O)[C@H]1O (stereo partly specified)	i
36	CC(=O)Nc1ccc(CN2C[C@H](O)C[C@H]2c2nc(-c3ccc(OC(F)(F)F)cc3)no2)cc1	u
37	O=S(=O)(c1ccc(Br)s1)N1CCN(c2ccc(F)cc2)CC1	u
38	N#Cc1cccc(NC(=S)N[C@H]2CO[C@H]3[C@@H]2OC[C@@H]3n2cc(CC3CCCCC3)nn2)c1	i
39	O=C(Nc1ccc(Br)c2cccnc12)c1cccs1	i
40	COc1ccc(Cl)cc1NC(=O)c1cnn2c(C(F)(F)F)cc(-c3ccco3)nc12	i
41	Nc1ccc(Oc2ccc(-c3nc(N)nc(N)n3)cc2)cc1	i
42	O=C(Nc1cccc(F)c1)C1CCN(S(=O)(=O)c2cccs2)CC1	i
43	C[C@@H]1O[C@@H](OC2C(CO)OC(OCC3OC(OC(=O)[C@]45CCC(C)(C)CC4C4=CCC6[C@@]7(C)CC[C@@H](O)[C@](C)(C(=O)O)C7CC[C@@]6(C)[C@]4(C)CC5)C(O)C(O)C3O)C(O)C2O)[C@H](O)[C@H](O)[C@H]1O (stereo partly specified)	i
44	Cc1ccc(CNC(=O)CCS(=O)(=O)c2cccc3nonc23)o1	i
45	COCCNC(=O)Nc1ccc2nsnc2c1	i
46	CCC(C)c1ccccc1OCCOCCN1CCOCC1 (stereo unspecified)	i
47	O=C1CC(N2CCCCCC2)C(=O)N1c1ccccc1 (stereo unspecified)	i
48	Cc1cc[n+](C2C(c3ccc([N+](=O)[O-])cc3)C(C#N)=C([S-])NC2(O)C2CC2)cc1 (stereo unspecified)	59%*
49	CCOC(=O)c1c(-c2ccccc2)csc1NC(=O)c1cc(CC(C)C)on1	i
50	Nc1ccc2oc3ccc(N)cc3c(=O)c2c1	u
51	C=CCNC(=O)C(C)SCc1ccccc1 (stereo unspecified)	i
52	COc1cc(NC(=O)c2cc3c(=O)oc4ccccc4c3s2)cc(OC)c1OC	i
53	O=C1CC(c2ccccc2)=Nc2ccccc2N1	i
54	Clc1cccc(NC2CCOCC2)c1N1CCCC1	i
55	COc1ccc(-c2csc(=Nc3ccccc3)n2CCO)cc1F	48%*
56	CC1=C[C@@H](CNC(=O)COc2ccccc2)[C@H](C(C)C)C[C@H]1CC(=O)N1CCN(C)CC1	u

# Next part.
no.	compound	ST2 IL33 inh
57	CC(C)(C)c1[nH]nc2c1C(c1ccccc1Cl)C(C#N)=C(N)O2 (stereo unspecified)	i
58	O=C(CC1c2ccccc2CCc2ccccc21)NCCCO	i
59	O=C(CS(=O)(=O)c1cn(Cc2cccc(F)c2)c2ccccc12)Nc1ccc2c(c1)OCO2	i
60	COc1ccc(OC)c(CN2CCN(c3ccccc3OC)CC2)c1	u
61	O=[N+]([O-])c1ccc(-c2cnc(-c3ccccc3)nc2)cc1	i
62	O=C([C@@H]1C[C@@H](O)[C@H](O)[C@@H]2NC(=S)N(c3ccc4c(c3)OCO4)[C@@H]21)N1CCCCC1	i
63	COc1ccc(CNC(=O)C2CCN(CC(C)c3ccccc3)CC2)cc1 (stereo unspecified)	i
64	O=C(CCc1nc(-c2ccccc2F)no1)N1CCN(c2ccccc2)CC1	i

# Along the list, quoted from above.
# ST2 IL33 inh for nos. 7 to 10 → i, u, i, i

# More structures
no.	compound	ST2 IL33 inh
65	CCc1ccc(C2CC(c3cccc(OC)c3)n3nc(N)nc3N2)cc1 (stereo unspecified)	i
66	NC(=O)c1ccc(-n2nnnc2SCC(=O)N2CCOCC2)cc1	u
67	CC(C)N(Cc1ccccc1)C(=O)c1ccc([N+](=O)[O-])cc1Cl	u
68	O=C(c1cncc(-c2ccc(-c3ccn[nH]3)cc2)n1)N1CCCCC1	i
69	CO[C@H]1CN(C(=O)c2c(-c3ccccc3)ccnc2C)CC[C@H]1N	i
70	CCCCN1CCc2c1nc1ccc(Br)cc1c2N	u
71	O=C(c1ccc2ccccc2n1)N1CCc2c(nc(-c3ccccc3)[nH]c2=O)C1	i
72	Cc1ccc(Nc2c(-c3ccco3)nc3ccc(Br)cn23)cc1	i
73	COc1ccc(CC(=O)N2CC[C@@H](CC(=O)O)[C@@H](CCN3CCN(c4cccc(C(F)(F)F)c4)CC3)C2)cc1	i
74	Cc1cc(NC(=O)c2ccccc2F)nc2c1c(=O)oc1ccccc12	u
75	COc1c(C)c2c(c(O)c1C/C=C(\C)C(O)CC(=O)O)C(=O)OC2 (stereo unspecified)	i
76	CC(=O)C(C(=Nc1ccccc1)Nc1ccccc1)=C(C)O	i
77	COc1ccc(C2CC(c3c(-c4ccccc4)c4cc(Cl)ccc4[nH]c3=O)=NO2)cc1 (stereo unspecified)	i
78	CC(c1ccccn1)N(C)Cc1ccc(F)cc1Cl (stereo unspecified)	u
79	O=C(CN(c1ccc([N+](=O)[O-])cc1)S(=O)(=O)c1ccccc1)NCc1ccncc1	i
80	COc1ccc(Nc2nc(Nc3ccc(OC)cc3)nc(N3CCNCC3)n2)cc1	31%*
81	N#CCCn1c2ccccc2c2ccccc21	i
82	O=C(CCOc1ccccc1)N1CC[C@H]2[C@H](CCCN2C(=O)Cc2ccc(F)c(F)c2F)C1	i
83	CCOC(=O)c1c(C)n(C)c2ccc(OC(=O)c3cccc(Cl)c3)cc12	i
84	Cc1cccc(-c2nsc(SCC(=O)NC3CCCC3)n2)c1	u
85	O=C(Nc1ccc([N+](=O)[O-])cc1)c1cccc(Cl)c1Cl	i
86	O=C(C1CCCO1)N1CCOc2c(O)cc(-c3csc4ccccc34)cc2C1 (stereo unspecified)	i
87	COCc1nc(C)c(CNC(=O)CC2CCc3ccccc32)s1 (stereo unspecified)	i
88	C=CCO[C@H]1[C@H](NC(=O)COC)c2ccccc2C12CCN(C(=O)c1ccccc1SC)CC2	i
89	CCOc1cccc(C(=O)Nc2ccc(Br)cc2)c1	i
90	CCN1C(=O)CSC1=Nc1cccc(C(=O)O)c1	i
91	COCCN1C(=O)C(=O)C(=C(O)c2ccc(C)cc2)C1c1ccc(F)cc1 (stereo unspecified)	i
92	CCCCNC(=O)c1c(Cl)nc(Cl)c(Cl)c1C	i
93	C=CCSCC(=O)N1CCN(C(=O)c2ccccc2)CC1	u
94	COc1cccc(C2C(C(=O)Nc3ccc(C)cc3C)=C(C)Nc3nnnn32)c1OC (stereo unspecified)	i
95	COc1cccc(Nc2nc3ccc(F)cc3s2)c1	u
96	CC1(C2CCCCC2)Cc2ccccc2-c2nc3[nH]ncn3c(=O)c21 (stereo unspecified)	i
97	CCc1cc2c(=O)c(Oc3ccccc3)coc2cc1O	i
98	COc1ccc(Nc2ncnc3ccc(Br)cc23)cc1	i
99	Cc1cc([N+](=O)[O-])nn1CCCC(=O)NCc1ccco1	i
100	Cc1cccc(C2(C)CC(C)(C)N(C(=O)CSc3ncn[nH]3)c3ccccc32)c1 (stereo unspecified)	i
101	Cc1cccc(CNCC2(O)CCCN(Cc3ccc(C(C)C)cc3)C2=O)n1 (stereo unspecified)	i
102	CCOC(=O)C(CC)Oc1ccc2c(C)cc(=O)oc2c1C (stereo unspecified)	i
103	O=C(c1ccc([N+](=O)[O-])cc1)N1CCSC1c1ccc(Cl)cc1 (stereo unspecified)	i
104	Cc1ccc(C)c(Nc2cc(C)nc(-c3ccccc3O)n2)c1	i
105	O=c1cc(-c2ccccc2)nc2c(n1)NON2	i
106	Cc1ccc(CN2CCCN(CC(=O)NCCc3ccccc3)S2(=O)=O)cc1	i
107	COc1cc(CN2CCN(c3ccccn3)CC2)cc(Br)c1O	i
108	CC(C)(C)C1CCc2c(sc(NC(=O)c3cc(-c4ccco4)on3)c2C#N)C1 (stereo unspecified)	i
109	CCN(CC)C(=O)C1=C(C)Nc2nc3ccccc3n2C1c1cc(Br)ccc1OC (stereo unspecified)	i
110	O=C(NC1CCCCCCCCCCC1)c1cnc2n(c1=O)CCS2	i
111	COc1ccc(N2CCCS2(=O)=O)cc1NC(=O)c1ccc(C(C)(C)C)cc1	i
112	CC1=C[C@@H](CNCc2ccncc2)[C@H](C(C)C)C[C@H]1Cc1nnc(-c2ccccc2F)o1	u
113	CCN(CCCNS(=O)(=O)c1ccc2c(c1)NC(=O)CC(=O)N2)c1ccccc1	u
114	CC(Oc1ccccc1)C(=O)Nc1ccccc1Br (stereo unspecified)	i
115	COc1ccc(OC)c(-c2cc(Cl)c3c(c2)CC(CNC(=O)c2cccnc2C)O3)c1 (stereo unspecified)	u
116	COc1ccc(C(=O)N2C(C)CCCC2C)cc1OC (stereo unspecified)	u
117	CC1CCC(NC(=O)C2CCC(Cn3c(=O)[nH]c4ccsc4c3=O)CC2)CC1 (stereo unspecified)	u
118	O=C(O)COc1ccc2c(=O)c(-c3ccc4c(c3)OCCO4)coc2c1	i
119	CC(Cc1c[nH]c2ccc(Cl)cc12)N=Cc1ccc(N(C)C)cc1 (stereo unspecified)	u
120	C=CCOC(=O)C1=C(C)N=C2SCCC(=O)N2C1c1ccc(F)cc1 (stereo unspecified)	i

# Structures from the list above that have an NH in an aromatic ring:
no.	compound	ST2 IL33 inh
4	Fc1ccc2nc([C@H]3CCN(Cc4ccncc4)C3)[nH]c2c1	i
10	Cc1[nH]c2ccccc2c1C(C[N+](=O)[O-])c1cc(Cl)c2c(c1)OCO2 (stereo unspecified)	i
14	CC(C(=O)O)n1c(Cc2ccccc2)n[nH]c1=O (stereo unspecified)	i
15	Cc1ccc(OCC(=O)NCCc2nc3ccccc3[nH]2)c(C)c1	i
32	Cc1ccc(N=Cc2c(C)[nH]c3ccccc23)cc1[N+](=O)[O-]	u
57	CC(C)(C)c1[nH]nc2c1C(c1ccccc1Cl)C(C#N)=C(N)O2 (stereo unspecified)	i
68	O=C(c1cncc(-c2ccc(-c3ccn[nH]3)cc2)n1)N1CCCCC1	i
71	O=C(c1ccc2ccccc2n1)N1CCc2c(nc(-c3ccccc3)[nH]c2=O)C1	i
77	COc1ccc(C2CC(c3c(-c4ccccc4)c4cc(Cl)ccc4[nH]c3=O)=NO2)cc1 (stereo unspecified)	i
96	CC1(C2CCCCC2)Cc2ccccc2-c2nc3[nH]ncn3c(=O)c21 (stereo unspecified)	i
100	Cc1cccc(C2(C)CC(C)(C)N(C(=O)CSc3ncn[nH]3)c3ccccc32)c1 (stereo unspecified)	i
117	CC1CCC(NC(=O)C2CCC(Cn3c(=O)[nH]c4ccsc4c3=O)CC2)CC1 (stereo unspecified)	u
119	CC(Cc1c[nH]c2ccc(Cl)cc12)N=Cc1ccc(N(C)C)cc1 (stereo unspecified)	u

# Bioassay records: PubChem BioAssay, IUPUI and University of Michigan

# Not all compounds are listed (hit frequency here may not be typical).
